Screens as filed in PubChem BioAssay.
BCR signal inh: chronic active BCR signaling inhibition | ABC-DLBCL IkBa-CBG/CBR reporter, luminescence ratio, 4 h | Potency, µM (highest dose often 46.1 µM), inactives show at the top dose ratio change, negative = lower green/red ratio, hits mostly inhibitors | hit rate 0.05% among 340,000; active means well fitted inhibition curve with a large enough effect in the signal ratio, with a control signal flat, not every such curve was filed as active; inconclusive means small, poorly fitted or top-dose-only effect, or effect the other way, or a change in a side signal; the % refers to the signal ratio;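 further: potency means the concentration at half of the fitted maximal effect; plate controls were basal doxycycline-induced cells for no effect and cells given 10 µM MG132 for full effect; MG132 reads +100%, hits lower the ratio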
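TMD8 ABC-DLBCL cells carrying doxycycline-inducible green luciferase fused to IkappaBalpha plus unfused red luciferase were exposed to compounds (up to 46 uM) for 4 hrs at 37C. Activity came from the overlap-corrected green/red luminescence ratio.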
Menin-MLL TR inh: displaces Texas Red mutant MLL peptide from human menin | Potency, µM (top dose mostly 61.6 µM), without a hit: top-dose FP activity change, negative = inhibition, usual class: inhibitors | Menin + Texas Red MLL mutant peptide, fluorescence polarization | hit rate 0.23% among 270,000 | O00255; active means well fitted inhibition curve with a large enough effect in the polarisation, with a control signal flat, not every such curve was filed as active; inconclusive means small, poorly fitted or top-dose-only effect, or effect the other way, or a change in a side signal; inactive means no such curve, though single readings can be large or run the other way; the % refers to the polarisation; further: potency means the concentration at half of the fitted maximal effect; % of control where 0% means no effect; many of its hits are not listed in these tables
Target sequence (O00255 whole entry, looked up): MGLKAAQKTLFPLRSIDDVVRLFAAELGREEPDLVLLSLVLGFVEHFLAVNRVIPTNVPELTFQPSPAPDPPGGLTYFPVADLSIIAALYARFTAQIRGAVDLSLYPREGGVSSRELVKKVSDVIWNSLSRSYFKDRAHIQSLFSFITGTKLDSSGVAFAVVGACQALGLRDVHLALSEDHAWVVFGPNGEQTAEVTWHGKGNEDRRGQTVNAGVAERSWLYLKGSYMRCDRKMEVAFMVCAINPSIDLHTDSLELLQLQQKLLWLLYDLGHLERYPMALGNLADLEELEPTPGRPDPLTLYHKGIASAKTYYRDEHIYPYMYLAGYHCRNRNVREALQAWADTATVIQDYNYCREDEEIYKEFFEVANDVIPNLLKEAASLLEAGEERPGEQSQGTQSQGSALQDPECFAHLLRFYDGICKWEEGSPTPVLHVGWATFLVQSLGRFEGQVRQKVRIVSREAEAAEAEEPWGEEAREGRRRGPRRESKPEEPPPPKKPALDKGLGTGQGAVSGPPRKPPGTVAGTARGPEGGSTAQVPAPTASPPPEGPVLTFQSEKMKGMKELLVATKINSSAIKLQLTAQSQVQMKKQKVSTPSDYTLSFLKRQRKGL
PKM2 activator: increases activity of human pyruvate kinase M2. AID 1631. P14618. purified PKM2, Kinase-Glo ATP luminescence, activation; response scale: 0% is enzyme alone, no compound. Potency, µM (top dose mostly 57.5 µM), for inactives: at the top dose activation, most hits filed as activators. hit rate 0.34% among 260,000; further: potency means the concentration at half of the fitted maximal effect; on the % scale 0 is the no-effect control and ±100 the full control effect; nearly all actives have a fitted effect of over 55% in size
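Kinase-Glo luminescence reports ATP generated from ADP (0.1 mM) and PEP (0.5 mM) by purified hPK-M2 after 1 h at room temperature, pH 7.2 imidazole buffer; intermediate enzyme activity allows detecting inhibitors and activators.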
Coupling enz: coupling enzyme interference in Giardia aldolase counter-screen; hit rate 0.67% among 290,000; AID 2472; activity change, negative = inhibition, % at 58.2 µM, hits read low; coupling enzyme system counterscreen, AmpLite Red fluorescence; in the data active means activity change below about -30%; further: on the % scale 0 is the no-effect control and ±100 the full control effect
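Counterscreen of the coupled detection system alone, without aldolase: glyceraldehyde-3-phosphate coupling enzymes plus AmpLite Red readout. Compounds at 57.5 uM final, 10 min RT preincubation, 20 min RT reaction, fluorescence 525/598 nm.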
Giardia killer: kills Giardia lamblia | Giardia lamblia trophozoite viability | activity change, % at 7.66 µM, hits read low | hit rate 0.15% among 340,000; in the data active means activity change below about -80%; inconclusive means between about -30% and that limit;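 further: parasites exposed to compound for two days anaerobically before the ATP read; on the % scale 0 is the no-effect control and ±100 the full control effect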
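Luminescent ATP signal served as the viability read-out, measured 15-30 min after adding ATP detection reagent to trophozoites that had been incubated with compounds for 48 hrs at 37 deg C anaerobically at 100 cells/well.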
ASM inhibitor: human S-ASM enzyme inhibition; placental ASM, HMU-PC fluorogenic substrate, 60 min; Potency, µM (doses to about 57.5 µM), inactives show at the top dose activity change, negative = inhibition, usual class: inhibitors; AID 504937; hit rate 0.006% among 340,000; further: potency means the concentration at half of the fitted maximal effect
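HMU-PC0 cleavage (9 uM final) by human placental ASM, 60 min at 37 °C following 10 min compound exposure at RT; stopped at pH 10, fluorescence Ex 386/Em 447 nm.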
B2AR arrestin: recruits beta-arrestin to the human beta2-adrenergic receptor; P07550; beta-arrestin recruitment to beta2AR, cell-based reporter; hit rate 0.02% among 330,000; Potency, µM (highest dose often 46.1 µM), without a hit: top-dose activation, hits mostly activators; AID 492947;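 further: potency means the concentration at half of the fitted maximal effect; 0% = DMSO controls and full agonism = EC100 isoproterenol or metaproterenol; nearly all actives have a fitted effect of over 65% in size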
Target sequence (P07550 whole entry, looked up): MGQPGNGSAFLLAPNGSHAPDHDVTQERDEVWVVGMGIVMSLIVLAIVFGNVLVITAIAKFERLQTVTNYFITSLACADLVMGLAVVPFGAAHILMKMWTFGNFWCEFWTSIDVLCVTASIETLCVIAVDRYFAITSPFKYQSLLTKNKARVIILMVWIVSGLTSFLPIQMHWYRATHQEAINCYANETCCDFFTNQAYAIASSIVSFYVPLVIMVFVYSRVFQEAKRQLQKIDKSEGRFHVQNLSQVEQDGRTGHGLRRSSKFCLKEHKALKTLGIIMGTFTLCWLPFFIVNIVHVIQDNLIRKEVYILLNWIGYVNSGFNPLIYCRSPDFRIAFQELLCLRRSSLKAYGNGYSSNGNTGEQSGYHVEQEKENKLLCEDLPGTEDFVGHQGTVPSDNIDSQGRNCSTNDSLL
PTAP TSG101 blk: blocks PTAP/TSG101 interaction to inhibit HIV-1 budding | Q99816 | Fluorescence polarization, FITC-PTAP peptide / Tsg101 binding | Potency, µM (highest dose often 115 µM), for the others: at the top dose activity change, negative = inhibition, actives largely listed as inhibitors | 340,000 tested, under 10 active; active means well fitted inhibition curve with a large enough effect in the main read-out, with a control signal flat, not every such curve was filed as active; inconclusive means small, poorly fitted or top-dose-only effect, or effect the other way, or a change in a side signal; inactive means no such curve, though single readings can be large or run the other way; further: potency means the concentration at half of the fitted maximal effect; % of control where 0% means no effect
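Steps: Tsg101 binding domain dispensed (10 uM final), compounds pinned in DMSO, FITC-labeled PTAP-motif peptide added (50 nM final); after 20 min binding at room temperature, polarization measured.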
Tb PFK block: blocks T. brucei phosphofructokinase. Potency, µM (highest dose often 57.5 µM), inactives show at the highest dose activity, negative = inhibition, most hits filed as inhibitors. hit rate 0.17% among 330,000. O15648. T. brucei PFK, ADP-Glo luminescence. AID 485367;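 further: potency means the concentration at half of the fitted maximal effect; 0% = uninhibited 1x PFK enzyme wells and -100% = no-enzyme wells; nearly all actives have a fitted effect of over 60% in size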
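Compounds were pin-transferred as a titration series up to 57 uM into substrate buffer (0.5 mM F6P, 0.1 mM ATP, pH 8.0), then 1.25 nM PFK was added and reactions ran 45 min before ADP-Glo detection.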
GALK inh: blocks human galactokinase activity; P51570; Purified GALK, Kinase-Glo residual ATP luminescence; Potency, µM (top dose mostly 57.5 µM), for the others: top-dose activity change, negative = inhibition, most hits filed as inhibitors; hit rate 0.007% among 270,000; AID 1868; further: potency means the concentration at half of the fitted maximal effect; on the % scale 0 is the no-effect control and ±100 the full control effect
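5 nM enzyme, 35 uM ATP, 100 uM galactose, 20 mM HEPES pH8.0, 5 mM MgCl2; 1 h RT; residual ATP by Kinase-Glo Plus luminescence, qHTS format.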
a7 integrin act: integrin-mediated muscular dystrophy alleviation activation | alpha7betagal myoblasts, beta-gal FDG fluorescence, 48 h | Potency, µM (series often up to 38.3 µM), for inactives: at the top dose activation, hits mostly activators | hit rate 0.064% among 350,000 | AID 624291;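 further: potency means the concentration at half of the fitted maximal effect; 100% = response of the positive control SU9516; nearly all actives have a fitted effect of over 60% in size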
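Alpha7betagal+/- myoblasts (passage 13) were plated 16-24 hr, then exposed to compounds (1:260 dilution of DMSO stock) for 48 hours at 37C. After MPER lysis, β-galactosidase reporter activity was read as FDG fluorescence (ex 480/em 540) after 30 minutes.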
* marks the source's active call; other numbers are inactive results; i = inactive; ? = inconclusive; nt = no result given; & = joins results of further samples; [ ] = dose if it differs, or a comment. Unless noted, the call rests on the fitted dose curve; in most records, active means well fitted curve in the direction sought with a large enough effect; inconclusive means small, poorly fitted or top-dose-only effect, or another doubt; inactive means no such curve, though single readings can be large; an effect the other way counts as inactive or inconclusive. Not all compounds are listed; count on the stated rates, not on these rows.

SMILES	BCR signal inh	Menin-MLL TR inh	PKM2 activator	Coupling enz	Giardia killer	ASM inhibitor	B2AR arrestin	PTAP TSG101 blk	Tb PFK block	GALK inh	a7 integrin act
Cc1ccc(/C=N\NC(=O)c2ccc3c(c2)OCO3)o1	?	nt	4%	nt	10	-3%	-0.6%	-2%	-5%	4%	4%
CCOC(=O)c1ccc(Cn2c(-c3ccccc3)nnc2-c2ccccc2)o1	2%	-3%	4%	0	9	-7%	-0.2%	1%	?	0%	0%
COc1ccc(NC(C)=O)cc1NC(=O)CN1CCN(C(=O)c2ccco2)CC1	2%	38%[activator]	-2%	6	5	3%	-0.4%	-5%	1%	0%	-43%[inhibitor]
COc1cccc(CNC(=O)CCCn2ccc3cc(S(=O)(=O)N4CCCC4)ccc32)c1	?	2%	-2%[0.46 µM]	1	2	-2%	-0.9%	-6%	-3%	8%	?
O=C(O)/C=C\C(=O)Nc1ccc(N2CCN(c3ccc(F)cc3)CC2)cc1	19%	?	-5%	-8	3	-1%	-0.3%	0%	-24%	3%	-40%
O=C(CSc1ccc2nnc(-c3ccc(Cl)cc3)n2n1)N1CCCc2ccccc21	?	-13%	-19%	-3	6	-3%	0.6%	0%	-8%	-1%	-3%
Cc1cc(NC(=O)c2ccc(F)cc2F)n(-c2nc3ccccc3[nH]2)n1	3%	18%	5%	2	-1	-3%	0.4%	-1%	2%	-1%	11%[7.66 µM]
CCCCCCc1ccc(-c2ncc(N)cn2)cc1	?	?	2%	0	0	-4%	0.3%	-3%	-9%	-5%	-14%
COc1cc(/C=C/C(=O)OCC(=O)Nc2ccc(NC(C)=O)cc2)cc(S(=O)(=O)N2CCc3ccccc32)c1OC	-4%	?	-1%	0	-7	-23%	-0.1%	-2%	2%	8%	-49%[inhibitor]
[O-][n+]1onc2c3cc(-c4ccccc4)nnc3ccc21	?	10%	0%	-4	-25	0%	-0.1%	4%	-3%	0%	-29%
O=C(CSc1nc(O)cc(=O)n1-c1ccccc1)Nc1ccccn1	24%	1%	-3%	-1	?	3%	0.3%	-6%	1%	5%	-26%
Cc1ccc(Cn2nnc3c(=O)n(CC(=O)NCc4ccco4)cnc32)cc1	?	-12%	1%	5	-2	-1%	-0.5%	-1%	-17%	-2%	-17%
O=C(COC(=O)[C@H](Cc1ccccc1)NC(=O)c1cccs1)NC1CC1	-1%	0%	-8%	-4	2	6%	-1.6%	-1%	-2%	0%	20%
c1ccc(OCc2nnc3n2N=C(c2ccccc2)CS3)cc1	-8%	0%	-15%	-11	5	-1%	-1.1%	-2%	-6%	-1%	14%
COc1cccc(-c2nc(CS(=O)(=O)CC(=O)NCc3ccccc3OC)c(C)o2)c1	-8%	0%	6%	-1	8	-8%	-0.7%	-3%	1%	-2%	4%
O=C1c2oc3ccccc3c(=O)c2C(c2ccccn2)N1Cc1ccccc1 (stereo unspecified)	1%	-9%	-8%	0	?	2%	-0.5%	-7%	-2%	-3%	2%
COc1ccc(/C=C2\Oc3cc(OCC(=O)N4CCC[C@H]4C(=O)O)ccc3C2=O)c(OC)c1	-1%	45%[activator]	3%	3	-3	162%[activator]	0.1%	38%[activator]	-5%	nt	17%
CC(=O)NCc1nc2ccccc2n1Cc1ccccc1F	-1%	1%	-5%	1	9	3%	-0.3%	-6%	4%	3%	-10%
COc1ccc(CCNC(=O)c2ccc3ccccc3n2)cc1	2%	?	-2%	0	6	-2%	-0.7%	-6%	-6%	0%	15%
CSc1nc2ccccc2n1CC(=O)Nc1c(C)cccc1C	-2%	3%	7%	2	6	0%	-0.1%	-4%	6%	-3%	16%
CN(Cc1ccc(F)cc1)C(=O)CNC(=O)c1ccc2c(c1)OCO2	0%	nt	nt	nt	2	1%	-0.6%	1%	0%	nt	24%
OC(COC(c1ccc(Cl)cc1)c1ccc(Cl)cc1)CN1CCCC1 (stereo unspecified)	nt	-23%	0%	1	23	0%	nt	0%	nt	2%	-44%
O=c1c(-c2nc3ccccc3s2)cccn1Cc1ccc(Cl)cc1	?	nt	-1%	0	-22	i	-0.3%	-7%	0%	-1%	-13%
Cc1ccc(NC(=O)Cc2n[nH]c(=O)c3ccccc23)cc1S(=O)(=O)N1CCCCCC1	-11%	nt	nt	nt	6	-8%	-0.7%	-5%	0%	nt	-48%[inhibitor]
CCOC(=O)C1C(=O)CC(C)(O)C(C(=O)OCC)C1c1ccccc1 (stereo unspecified)	5%	-19%	2%	-2	-8	5%	0.4%	-2%	3%	2%	-3%
COc1ccc(S(=O)(=O)NCCCN2CCOCC2)c2ccccc12	-1%	-13%	2%	-2	21	3%	0.1%	0%	6%	0%	7%
Cn1cccc1-c1cc(C(=O)N2CCc3c([nH]c4ccccc34)C2c2ccccn2)[nH]n1 (stereo unspecified)	-14%	-3%	0%	0	6	-7%	0.0%	-9%	-2%	2%	-40%[inhibitor]
Cc1ccc(-c2nc3nc4ccccc4nc3n2Cc2ccco2)cc1	?	0%	27%	-3	-22	51%[activator]	-0.1%	-4%	10%	0%	-18%
CC(C)Oc1ccc(C(=O)NCC(=O)N2CCN(S(=O)(=O)/C=C/c3ccccc3)CC2)cc1	3%	nt	nt	nt	4	0%	-0.1%	-4%	6%	nt	28%
COc1nc(/C(N)=N/O)nc(N2CCCCC2)n1	-8%	-20%	1%	1	-7	2%	-0.5%	-5%	2%	1%	-9%
Cc1nc(CCNS(=O)(=O)c2cccnc2)cs1	4%	nt	2%	3	-1	3%	-1.0%	-2%	3%	nt	?
COc1cc(C(CCN2CCOCC2)c2c(OC)cc(OC)c3c2OC(=O)CC3c2ccc(N(C)C)cc2)cc(OC)c1OC (stereo unspecified)	-7%	0%	-1%	0&1	-10&-13	14%	0.0%	-3%	-13%	3%	33%
O=C(COc1cccc(Cl)c1)NCC(c1cccs1)N1CCOCC1 (stereo unspecified)	?	nt	nt	nt	11	3%	-1.0%	0%	0%	nt	17%
CC1=NN(/C(=N\c2nnc(C)s2)Nc2ccc(C(C)(C)C)cc2)[C@H](c2ccc(C)cc2)S1	?	-12%	-5%	-5	4	-14%	0.3%	-3%	-5%	-2%	-53%[inhibitor]
CCOC(=O)c1sc2nc(C)cc(C)c2c1N	0%	-4%	-10%	2	14	i	-0.1%	-10%	-1%	2%	5%
COc1ccccc1NS(=O)(=O)c1cc(NC(=O)c2sc3cc(Cl)ccc3c2Cl)ccc1C	0%	-29%	1%	3	1	-3%	-0.1%	-3%	5%	-2%	52%
O=C(COc1ccc2ccccc2c1)NNC(=O)Cc1cccc2ccccc12	3%	?	0%	-1	-9	1%	0.2%	-2%	-7%	-1%	-33%
CCC(C(=O)NC1CCCC1)N(Cc1ccc2c(c1)OCO2)C(=O)c1snc(C(N)=O)c1N (stereo unspecified)	?	-11%	0%	-3	-3	84%[activator]	0.2%	-13%	3%	0%	-18%
CN1CCC(N(C)S(=O)(=O)c2ccc(NC(=O)Cc3ccc(F)cc3)cc2)CC1	-1%	nt	nt	nt	8	1%	-1.0%	-1%	-17%	nt	0%
CCN1CCCc2cc(CN(CCN3CCOCC3)C(=S)Nc3ccc(OC)c(Cl)c3)ccc21	-5%	-29%	1%	0	-24	4%	-0.2%	0%	7%	3%	0%
O=C(c1ccco1)N1CCN(c2ccc([N+](=O)[O-])cc2F)CC1	?	nt	-4%	nt	-3	-2%	0.4%	1%	0%	-1%	17%
COc1cccc(NC(=O)c2cc3ccccc3oc2=O)c1	?	6%	-8%	2	-20	13%	-1.2%	0%	-6%	6%	-18%
Nc1nnc(Cc2ccccc2F)s1	-6%	-3%	-14%	0	-10	1%	-0.2%	-4%	1%	-4%	-17%
CCCC(=O)N(Cc1cc(=O)[nH]c2ccccc12)c1ccc(OC)cc1	2%	-13%	nt	0	-8	-5%	0.3%	-10%	4%	2%	-1%
CC(C)CNc1nc(SCC(=O)Nc2ccccc2)nc(N2CCOCC2)n1	-10%	-29%	1%	0	2	-3%	-0.1%	1%	3%	-2%	-53%[inhibitor]
Cc1ccccc1COC(=O)c1nn(-c2ccccc2)nc1N	?	29%	2%	-4	-2	10%	-0.8%	1%	1%	-1%	?
O=C(C(=O)N1CCN(Cc2ccc3c(c2)OCO3)CC1)c1c[nH]c2ccccc12	?	10%	nt	0	-23	-2%	-0.3%	-2%	0%	10%	26%
